Source: PubChem BioAssay (NCI)
NCI-60 one-dose screen, 48 h, at 10 µM unless noted. Numbers give growth in % (100 = growth as untreated, 0 = no growth, -100 = all killed).
LOX IMVI: LOX IMVI melanoma; 79,000 compounds, 7.4% hits
HOP-92: HOP-92 NSCLC cells. 71,000 compounds, 6.3% hits
EKVX: EKVX NSCLC; AID 1794765; 71,000 compounds, 3% hits
CCRF-CEM: CCRF-CEM leukemia | 77,000 compounds, 7% hits
A549/ATCC: A549/ATCC NSCLC. 81,000 compounds, 3.7% hits
SK-MEL-5: SK-MEL-5 melanoma | 80,000 compounds, 6.4% hits
M14: M14 melanoma; 80,000 compounds, 6.2% hits; AID 1794745
HOP-62: HOP-62 NSCLC; 80,000 compounds, 3.9% hits; AID 1794735
* marks the source's active call; other numbers are inactive results; / = not tested or not shown; & = joins results of further samples; [ ] = remark or other dose. How the source made its calls: active means growth percent below 10; inactive means the rest.

molecule | LOX IMVI | HOP-92 | EKVX | CCRF-CEM | A549/ATCC | SK-MEL-5 | M14 | HOP-62
C=C(C)[C@@H]1CC[C@]2(C(=O)O)CC[C@]3(C)[C@H](CC[C@@H]4[C@@]5(C)C[C@@H](Cc6cn([C@H]7C[C@H](n8cc(C)c(=O)[nH]c8=O)O[C@@H]7CO)nn6)[C@H](OC(=O)CC(C)(C)C(=O)O)C(C)(C)[C@@H]5CC[C@]43C)[C@@H]12 | 95.7 | 77.9 | 83.9 | 97.0 | 93.7 | 97.3 | 96.7 | 90.4
COc1cc[n+]([O-])cc1[N+](=O)[O-] | 103.9 | / | / | 100.3 | 111.7 | 110.4 | 104.8 | 95.4
CCCCOc1ccc(NC(=O)n2ncc3ccccc32)cc1 | 85.9 | 114.7 | 80.2 | 65.7 | 91.4 | 101.9 | 95.0 | 105.0
Clc1nc(Cl)c2c3c(sc2n1)CCCC3 | 13.4 | 103.5 | 89.8 | 10.7 | 119.8 | 50.8 | 21.1 | 91.4
NC(=Nc1nc(-c2ccccn2)cc2ccccc12)c1ccccn1 | -5.2* | -2.8* | 16.5 | 0.3* | -54.2* | -79.4* | -55.0* | 8.2*
O=C(Nc1cccc2cccnc12)c1cc(C(=O)c2ccc(Br)cc2)n2c1ccc1c3ncccc3ccc12 | 97.7 | 84.2 | 101.3 | 111.9 | 95.2 | 92.4 | 104.1 | 75.2
CN(C)CCCNC(=O)c1cncnc1Nc1ccc(OCc2cccc(F)c2)c(Cl)c1 | -88.1* | 24.6 | 62.8 | -34.2* | -58.0* | 61.3 | -71.4* | -56.0*
CN(C)c1ccc(-c2cc(-c3c[nH]c4ccccc34)nc(-c3c[nH]c4ccccc34)c2C#N)cc1 | 70.0 | 104.6 | 93.7 | 78.5 | 89.6 | 96.5 | 97.7 | 82.3
CCCCCCN(CCCCCC)c1ccc(/C=C2/SC(=O)NC2=O)c(C)c1 | 86.5 | 13.9 | 79.1 | 73.0 | 73.2 | 82.1 | 90.1 | 110.0
C=C(C)[C@@H]1CC[C@]2(C)[C@H](C=CC3=C4C[C@@](C)(CO)CC[C@]4(C)CC[C@]32C)[C@@]1(C)CCCN | -100.0* | -52.9* | 42.5 | 0.8* | -62.2* | 17.5 | -66.2* | -54.9*
Cn1c(=O)c2[nH]c(CCCCCCCc3nc4ccccc4[nH]3)nc2n(C)c1=O | 73.3 | 65.3 | 52.9 | 67.0 | 79.4 | 49.8 | 100.3 | 81.4
CC(=O)Nc1ccc(S(=O)(=O)c2ccc(NC(=S)Nc3ccc(S(=O)(=O)c4ccc(NC(C)=O)cc4)cc3)cc2)cc1 | 93.1 | 94.8 | / | 101.5 | 109.3 | 99.5 | 115.3 | 92.0
CCCc1nc2sc3c(c2c(=O)n1NC(=O)c1ccc(OC)cc1)CCCC3 | 99.9 | 90.6 | 90.0 | 103.0 | 83.8 | 89.6 | 94.1 | 86.5
NC(=O)Nc1ncnc2c1cnn2-c1ccccc1 | 70.7 | 48.9 | / | 86.9 | 90.2 | 64.2 | 85.5 | 87.5
C[C@@H](O)[C@@H]1NC(=O)[C@@H](CCCCn2cnnn2)NC(=O)[C@H](Cc2c[nH]c3ccccc23)NC(=O)[C@@H](Cc2ccccc2)NC(=O)[C@H](NC(=O)[C@H](N)Cc2ccccc2)CSSC[C@H](C(=O)N[C@H](CO)[C@@H](C)O)NC1=O | 92.7 | 101.7 | 94.2 | 125.8 | 105.9 | 96.0 | 100.0 | 98.9
O=[N+]([O-])c1ccc(O)cc1C(F)(F)F | 90.9 | 59.6 | 91.2 | 118.9 | 95.8 | 100.2 | 95.7 | 86.3
O=[N+]([O-])c1cccc(/C=N/N=C2c3ccccc3-c3ccccc32)c1 | 89.7 | 95.2 | 95.7 | 98.6 | 100.2 | 81.3 | 109.7 | /
Cc1ccc(N2C(=O)C=CC2=O)cc1 | 97.7 | 82.9 | 115.5 | 13.7 | 92.0 | 91.2 | 101.0 | 107.4
Cc1ccc(Nc2nc(C)c(C(/C=C/c3ccc4c(c3)OCO4)=N/Nc3ccc([N+](=O)[O-])cc3[N+](=O)[O-])s2)c([N+](=O)[O-])c1 | 88.1 | 74.1 | 87.4 | 81.7 | 86.9 | 91.9 | 95.1 | /
Nc1ccc(N=Nc2ccc(S(=O)(=O)Nc3ccccn3)cc2)c(N)n1 | 102.2 | 77.3 | / | 96.6 | 103.8 | 99.6 | 107.8 | 107.9
CCOC(=O)c1ncc(-c2ccc(C(F)(F)F)cc2)c(N2CCC(OCC)(OCC)CC2)n1 | 96.8 | / | / | / | 91.0 | 103.1 | 95.1 | 105.5
COc1ccc(CCN2C(=O)c3[nH]nc(-c4cc(Cl)c(C)cc4O)c3C2c2ccccc2F)cc1 (stereo not drawn) | 93.8 | 109.7 | / | 90.2 | 102.0 | 93.7 | 100.9 | 109.8
NC(=S)N/N=C/c1ccccc1N | 99.0 | / | / | 90.2 | 102.3 | 106.3 | 103.2 | 102.3
Cc1ccc(Cn2c(-c3nonc3N)nc3ccccc32)cc1 | 71.7 | 77.6 | / | 67.2 | 57.3 | 76.2 | 66.4 | 76.5
Nc1nc2ncc(CNc3ccc(C(=O)N[C@@H](CCc4nn[nH]n4)c4nn[nH]n4)cc3)nc2c(=O)[nH]1 | 100.0&100.8 | 77.9&91.8 | 101.7&94.7 | 97.4&107.5 | 84.6&105.0 | 99.2&97.4 | 96.7&101.6 | 94.1&108.7
CNC(=O)c1cc(Oc2ccc3nc(NC(=O)c4ccc5c(c4)OCCO5)sc3c2)ccn1 | 97.7 | 93.5 | 99.0 | 98.4 | 98.8 | 95.8 | 100.1 | 103.7
Cc1ccc(NC(=S)/N=C/c2c(O)[nH]c(=O)[nH]c2=O)c(C)c1 | 97.4 | 109.3 | 97.2 | 99.6 | 81.6 | 103.9 | 100.4 | 95.2
Clc1ccc2c(NCCNc3nc(-n4ccnc4)nc4ccccc34)ccnc2c1 | 84.2 | 58.3 | 76.6 | 63.3 | 84.5 | / | 89.5 | 77.4
OCC(O)C(O)C(O)C(O)C(O)CO (stereo not drawn) | 102.1 | 89.5 | / | 102.8 | 95.1 | 102.5 | 107.0 | 106.4
O=C(C(=O)N1CCCCC1)c1cn(C(=O)c2ccc(Cl)cc2)c2ccccc12 | 93.9 | 83.8 | 90.5 | 111.2 | 99.7 | 104.2 | 95.1 | 92.2

Another view of two compounds above:
CN(C)c1ccc(-c2cc(-c3c[nH]c4ccccc34)nc(-c3c[nH]c4ccccc34)c2C#N)cc1
  LOX IMVI: 70.0
  HOP-92: 104.6
  EKVX: 93.7
  CCRF-CEM: 78.5
  A549/ATCC: 89.6
  SK-MEL-5: 96.5
  M14: 97.7
  HOP-62: 82.3

CCCCCCN(CCCCCC)c1ccc(/C=C2/SC(=O)NC2=O)c(C)c1
  LOX IMVI: 86.5
  HOP-92: 13.9
  EKVX: 79.1
  CCRF-CEM: 73.0
  A549/ATCC: 73.2
  SK-MEL-5: 82.1
  M14: 90.1
  HOP-62: 110.0

Further entries follow.
molecule | LOX IMVI | HOP-92 | EKVX | CCRF-CEM | A549/ATCC | SK-MEL-5 | M14 | HOP-62
CCOC(=O)/C=c1\sc2n(c1=O)C1C(NN=2)N(C)C(=O)N1C (stereo not drawn) | 86.5 | 99.7 | 104.0 | 103.9 | 106.0 | 107.2 | / | 105.2
N#CCCC1(CCC#N)c2ccccc2C(=O)c2ccccc21 | 108.1 | 97.2 | / | / | 106.9 | 102.8 | 100.7 | 108.5
CC(C)(C)c1cc(-c2cc(-c3ccccc3)c3sc(=O)[nH]c3n2)cc(C(C)(C)C)c1O | 82.0 | / | 75.4 | 92.3 | 64.1 | 89.5 | 92.6 | 69.6
CC1CCC2(CC1)N=C(N)N=C(N)N2c1ccc(S(=O)(=O)Nc2nccs2)cc1 (stereo not drawn) | 99.8 | 103.7 | 102.2 | 110.5 | 92.1 | 104.2 | 93.7 | 99.2
Cc1ccc(-c2cn(-c3ccc(Cl)cc3)c(SCc3ncc(C)cc3C)n2)cc1 | 107.6 | 100.9 | 84.1 | 96.4 | 75.1 | 101.3 | / | 95.3
Nc1cc(N)c(N=Nc2ccc(S(=O)(=O)O)cc2)cc1N=Nc1ccc(-c2ccc(N=Nc3ccc(O)c(C(=O)O)c3)cc2)cc1 | 100.5 | 108.3 | 97.1 | 98.0 | 101.0 | 100.7 | 99.8 | 98.8
CCO/C=N/c1c(C#N)cnn1-c1cccc(F)c1 | 100.7 | 110.4 | 102.9 | 110.4 | 103.2 | 102.8 | 102.4 | 106.0
COc1cc(Cn2cc(F)c(=O)[nH]c2=O)cc(OC)c1 | 86.2[50 µM] | 100.6[50 µM] | 98.6[50 µM] | 103.0[50 µM] | 101.6[50 µM] | 103.2[50 µM] | 100.4[50 µM] | 88.2[50 µM]
CC(Cc1ccccc1)NC(=O)CCNNC(=O)c1ccncc1 (stereo not drawn) | 94.3 | 67.7 | / | 95.0 | 99.6 | 93.0 | 106.1 | 98.1
CC(=O)N1N=C(c2ccc(Cl)cc2)CC1c1ccc(Oc2ccc(Br)cc2)cc1 (stereo not drawn) | / | 77.4 | 65.4 | 77.2 | 68.3 | 87.5 | 82.9 | 88.2
COc1ccc([C@@H]2[C@@H](Oc3ccccc3)C(=O)N2c2cc(OC)c(OC)c(OC)c2)cc1F | 14.0 | 42.0 | 34.6 | 8.7* | 13.4 | -15.1* | 5.1* | 14.0
CCn1c2c(c(=N)c3c1CCC3)CCCC2 | 96.0 | 91.7 | / | 100.8 | 91.6 | 90.9 | 98.2 | 95.4
CCOC(=O)c1ccc2c(c1)ncn2-c1ccc(NC(C)=O)cc1 | 100.0 | 115.4 | 111.3 | 106.7 | 102.7 | 101.4 | 120.6 | 118.8
O=C(/C=C/c1cc2ccccc2[nH]c1=O)c1ccc(C(=O)/C=C/c2cc3ccccc3[nH]c2=O)cc1 | 99.9 | / | 110.0 | / | 101.6 | 110.0 | 100.1 | 99.5
O=[N+]([O-])c1ccc(C2Nc3cc(Cl)c(Cl)cc3S(=O)(=O)N2O)cc1 (stereo not drawn) | 98.4 | 89.9 | 116.0 | 87.2 | 92.7 | 106.9 | 99.3 | 101.2
C=CCN(CC#N)CC=C | 101.3 | / | 100.4 | / | 100.8 | 94.9 | 102.0 | 98.5
CC(C)NC(=O)C1CCCCC1 | 97.1 | 97.5 | 104.8 | 75.3 | 69.4 | 101.1 | 97.3 | 74.6
N#CC(C#N)=Cc1cc2ccccc2nc1Oc1ccc(C(F)(F)F)cc1 | 76.4 | 48.7 | 84.1 | 0.3* | 99.5 | 94.7 | 92.8 | 93.7
O=C1C(O)CCN1Cc1ccccc1 (stereo not drawn) | 104.2 | 99.0 | 93.8 | 99.3 | 106.1 | 107.5 | 113.0 | 103.1
O=C1CCC(C(=O)NNc2ccccc2)O1 (stereo not drawn) | 88.6 | 95.6 | 98.5 | 100.3 | 93.6 | 101.9 | 102.2 | 105.2
Oc1nc(NCCN2CCOCC2)sc1/C=C1\C=Nc2ncccc21 | 97.0 | 37.6 | 78.0 | 92.6 | 94.3 | 96.9 | 112.8 | 74.4
O=c1[nH]n(C(=S)N/N=C/c2ccccc2O)c(=O)c2ccccc12 | / | 95.9 | 89.4 | 93.8 | 99.9 | 100.7 | 100.0 | 101.5
COc1ccc(C(C)=O)cc1CS/C(=N/S(=O)(=O)c1ccccc1)Nc1cccc(Cl)c1Cl | 106.7 | 107.3 | / | 101.4 | 92.0 | 92.0 | 100.9 | 101.2
CC(CC(=S)N1CCOCC1)CC(C)(C)C (stereo not drawn) | 100.1 | / | 98.3 | 91.4 | 98.3 | 99.6 | 108.0 | 114.1
CCCCCCC(O)(c1ccc(F)cc1)C(CN1CCOCC1)c1ccccc1 (stereo not drawn) | 29.5 | -16.1* | / | 18.1 | 23.9 | 52.8 | 35.5 | 56.9
NC(=O)c1ccccc1 | 100.9 | 129.7 | 103.6 | 98.0 | 98.7 | 103.3 | / | 125.2
Cc1ccc2c(C)c3c(ccc4ccccc43)c[n+]2c1 | 91.9 | / | 44.1 | 57.1 | 41.7 | -25.6* | 89.0 | 45.7
CS(=O)(=O)c1ccc(-c2nc3cc(Cl)ccc3n2CC(=O)N/N=C/c2ccc(Cl)cc2)cc1 | 30.7 | 68.1 | 72.1 | 19.9 | 68.5 | 23.1 | 61.2 | 56.4
Brc1ccc2[nH]c(-c3c[nH]c4ncccc34)nc2n1 | 92.2 | 97.1 | 90.1 | 88.2 | 98.4 | 98.1 | 102.9 | 107.9
CCC1=Cc2c(OC)cccc2OC12C=Cc1c(OC)cccc1O2 (stereo not drawn) | 28.4 | 44.0 | 52.4 | 16.2 | 25.3 | 25.7 | 6.5* | 43.2
O=C(CCc1nnc2sc(C(c3ccccc3)c3ccccc3)nn12)c1nc2ccccc2[nH]1 | 68.1 | / | 58.8 | 67.1 | 51.7 | 85.7 | 77.8 | 70.3
CN(C)CC#Cc1ccc2ncc(C#N)c(Nc3ccc(F)c(Cl)c3)c2c1 | 49.0 | 56.1 | 30.8 | 81.7 | 51.0 | 51.4 | 40.5 | 67.8

Complete entries as entered above:
`Brc1ccc2[nH]c(-c3c[nH]c4ncccc34)nc2n1` across the screens: LOX IMVI = 92.2; HOP-92 = 97.1; EKVX = 90.1; CCRF-CEM = 88.2; A549/ATCC = 98.4; SK-MEL-5 = 98.1; M14 = 102.9; HOP-62 = 107.9
`CCn1c2c(c(=N)c3c1CCC3)CCCC2` across the screens: LOX IMVI = 96.0; HOP-92 = 91.7; EKVX = /; CCRF-CEM = 100.8; A549/ATCC = 91.6; SK-MEL-5 = 90.9; M14 = 98.2; HOP-62 = 95.4
